Rab9 prom act: activates the Rab9 promoter. Potency, µM (doses to about 9.22 µM), for the others: at the top dose activation, negative = inhibition, actives largely listed as activators. Huh7 Rab9 promoter-luciferase reporter, luminescence, 24 h. 320,000 compounds, 2.8% hits; further: potency means the concentration at half of the fitted maximal effect; % of control where 0% means no effect; nearly all actives have a fitted effect of over 60% in size
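Huh7 cells stably carrying a Rab9 promoter-luciferase reporter, 1500 cells per well in OP-MEM I with 10% FBS, treated with compound 24 hours at 37C. Luciferase activity read by luminescence after 10 minutes with Amplite reagent.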
MBNL1 CUG block: blocks human MBNL1 binding to CUG repeat RNA; TR-FRET MBNL1-His/biotin-(CUG)12 binding, 665/545 ratio; 280,000 compounds, 0.036% hits; Potency, µM (top dose mostly 57.5 µM), for inactives: top-dose activity change, negative = inhibition, most hits filed as inhibitors; active means well fitted inhibition curve with a large enough effect in the signal ratio, with a control signal flat, not every such curve was filed as active; inconclusive means small, poorly fitted or top-dose-only effect, or effect the other way, or a change in a side signal; inactive means no such curve, though single readings can be large or run the other way; the % refers to the signal ratio; further: potency means the concentration at half of the fitted maximal effect; on the % scale 0 is the no-effect control and ±100 the full control effect
Target sequence (Q9NR56 whole entry, looked up): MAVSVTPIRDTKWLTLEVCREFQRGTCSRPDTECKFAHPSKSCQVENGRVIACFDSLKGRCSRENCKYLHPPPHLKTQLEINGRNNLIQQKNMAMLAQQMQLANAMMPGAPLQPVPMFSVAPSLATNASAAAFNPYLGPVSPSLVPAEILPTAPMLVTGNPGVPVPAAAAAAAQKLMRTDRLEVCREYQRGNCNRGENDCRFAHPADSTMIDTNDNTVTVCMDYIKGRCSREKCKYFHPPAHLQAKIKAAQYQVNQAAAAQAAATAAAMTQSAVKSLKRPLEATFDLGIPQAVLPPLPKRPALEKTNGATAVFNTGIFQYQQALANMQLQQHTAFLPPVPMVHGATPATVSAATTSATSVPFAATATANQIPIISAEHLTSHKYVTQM
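TR-FRET readout: Ex 340 nm, 665/545 nm emission ratio, normalized to buffer-only (basal) and MBNL1-(CUG)12 controls. Complex of MBNL1-His with Biotin-(CUG)12, compounds 92 nM–58 uM, incubated 60 min at room temperature.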
Mito fusion act: inhibitors of mitochondrial division or activators of mitochondrial fusion | S. cerevisiae fusion-defective mutant growth rescue, CellTiterGlo 48 h | Potency, µM (doses to about 46.1 µM), for the others: top-dose growth rescue (activation), actives largely listed as activators | 320,000 compounds, 0.23% hits | AID 485298;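 further: potency means the concentration at half of the fitted maximal effect; % of control where 0% means no effect; nearly all actives have a fitted effect of over 45% in size; temperature-sensitive fusion mutants such as fzo1-1 at 37 °C on non-fermentable ethanol glycerol medium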
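Yeast fusion mutant, YPEG (non-fermentable carbon), compound, 48 h at 37C non-permissive; CellTiterGlo added, 10 min RT, luminescence read. Rescued growth = division inhibition.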
Menin-MLL TR inh: menin-MLL binding inhibition, Texas Red mutant peptide; Menin + Texas Red MLL mutant peptide, fluorescence polarization; Potency, µM (titrated, usually from 61.6 µM), without a hit: at the highest dose FP activity change, negative = inhibition, most hits filed as inhibitors; 270,000 compounds, 0.23% hits; AID 1768; active means well fitted inhibition curve with a large enough effect in the polarisation, with a control signal flat, not every such curve was filed as active; inconclusive means small, poorly fitted or top-dose-only effect, or effect the other way, or a change in a side signal; inactive means no such curve, though single readings can be large or run the other way; the % refers to the polarisation; further: potency means the concentration at half of the fitted maximal effect; % of control where 0% means no effect; many of its hits are not listed in these tables
ELG1 DNA repair: inhibitors of ELG1-dependent DNA repair in HEK293T cells; Potency, µM (top dose mostly 46.1 µM), for inactives: at the highest dose activity change, negative = inhibition, most hits filed as inhibitors; 330,000 compounds, 2.3% hits; HEK293T ELG1-luciferase reporter, luminescence, 16 h; DNA damage induced by 5-fluorouridine; further: potency means the concentration at half of the fitted maximal effect; on the % scale 0 is the no-effect control and ±100 the full control effect; nearly all actives have a fitted effect of over 55% in size
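Step one: seed 2,000 cells per well. Step two: pin-transfer compound or DMSO alongside 5-fluorouridine. Step three: incubate 16 hr, 37 °C, 5% CO2. Step four: add ONE-Glo, wait 30 min, read luminescence.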
KCNH2 3.1 block: inhibitors of human KCNH2 3.1 potassium channel isoform; U2OS KCNH2 3.1, thallium flux FluxOr; hits give low values; activity change, % (tested at about 1.8 µM); 340,000 compounds, 0.95% hits;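 active means maximum activity change below -70%; inconclusive means maximum activity change from -70% to -50%; inactive means maximum activity change above -50%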;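 further: thallium influx rate constant from kinetic fluorescence after stimulation buffer; on the % scale 0 is the no-effect control and ±100 the full control effect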
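FluxOr-based Tl+ influx in U2OS cells transduced with KCNH2 3.1 virus; rate constants normalized to DMSO controls.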
PKM2 act: increases activity of human pyruvate kinase M2 | Potency, µM (doses to about 57.5 µM), for inactives: top-dose activation, most hits filed as activators | P14618 | purified PKM2, Kinase-Glo ATP luminescence, activation; response scale: 0% is enzyme alone, no compound | 260,000 compounds, 0.34% hits; further: potency means the concentration at half of the fitted maximal effect; on the % scale 0 is the no-effect control and ±100 the full control effect; nearly all actives have a fitted effect of over 55% in size
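Purified hPK-M2 (>95% pure) converted ADP (0.1 mM final) to ATP with 0.5 mM PEP in 50 mM imidazole pH7.2, KCl, MgCl2, Tween 20, BSA; 1 h at room temperature. ATP detected by Kinase-Glo luminescence.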
VP16 counter: Gal4-VP16 reporter inhibition counter-screen | Drosophila S2 Gal4-VP16 UAS-luciferase, luminescence, 20 h | Potency, µM (top dose mostly 53.6 µM), inactives show top-dose activity, negative = inhibition, hits mostly inhibitors | 310,000 compounds, 3.5% hits | AID 2546;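 further: Gal4-VP16 expression switched on by copper sulfate through the metallothionein promoter; potency means the concentration at half of the fitted maximal effect; on the % scale 0 is the no-effect control and ±100 the full control effect; nearly all actives have a fitted effect of over 50% in size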
FLuc modulator: firefly luciferase modulation, counter-screen for miR-21 project | P08659 | purified FLuc, Km substrates, luminescence inhibition | Potency, µM (series often up to 57.5 µM), inactives show at the top dose activity change, negative = inhibition, actives largely listed as inhibitors | 360,000 compounds, 6.9% hits;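 further: potency means the concentration at half of the fitted maximal effect; plate controls were vehicle for no effect and reference inhibitor for full effect; nearly all actives have a fitted effect of over 55% in size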
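Biochemical qHTS of compounds, final roughly 60 µM downward over six points, against 10 nM purified firefly luciferase using Km concentrations of substrates (10 uM D-luciferin, 10 uM ATP) in Tris acetate pH 7.5 buffer; luminescence output.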
NPC1 promoter act: NPC1 promoter activation; 320,000 compounds, 2.4% hits; AID 485313; Huh7 NPC1 promoter luciferase reporter, 24 h; Potency, µM (top dose mostly 9.22 µM), for the others: at the highest dose activation, hits mostly activators;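 further: potency means the concentration at half of the fitted maximal effect; % of control where 0% means no effect; nearly all actives have a fitted effect of over 60% in size; reporter is driven by a mutant NPC1 promoter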
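Luminescence from an NPC1 promoter-driven luciferase reporter in stably transfected Huh7 cells was measured after 24 h compound treatment at 37 °C, followed by 10 min ambient incubation with luciferase detection reagent.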
RORg inh: blocks mouse ROR gamma transcriptional activity | P51450 | Drosophila S2 Gal4-RORgamma UAS-luciferase reporter, 20 h | Potency, µM (doses to about 53.6 µM), without a hit: at the highest dose activity change, negative = inhibition, most hits filed as inhibitors | 310,000 compounds, 5.4% hits | AID 2551; further: potency means the concentration at half of the fitted maximal effect; on the % scale 0 is the no-effect control and ±100 the full control effect; nearly all actives have a fitted effect of over 60% in size
Target sequence (P51450 whole entry, looked up, the tested form may be a part): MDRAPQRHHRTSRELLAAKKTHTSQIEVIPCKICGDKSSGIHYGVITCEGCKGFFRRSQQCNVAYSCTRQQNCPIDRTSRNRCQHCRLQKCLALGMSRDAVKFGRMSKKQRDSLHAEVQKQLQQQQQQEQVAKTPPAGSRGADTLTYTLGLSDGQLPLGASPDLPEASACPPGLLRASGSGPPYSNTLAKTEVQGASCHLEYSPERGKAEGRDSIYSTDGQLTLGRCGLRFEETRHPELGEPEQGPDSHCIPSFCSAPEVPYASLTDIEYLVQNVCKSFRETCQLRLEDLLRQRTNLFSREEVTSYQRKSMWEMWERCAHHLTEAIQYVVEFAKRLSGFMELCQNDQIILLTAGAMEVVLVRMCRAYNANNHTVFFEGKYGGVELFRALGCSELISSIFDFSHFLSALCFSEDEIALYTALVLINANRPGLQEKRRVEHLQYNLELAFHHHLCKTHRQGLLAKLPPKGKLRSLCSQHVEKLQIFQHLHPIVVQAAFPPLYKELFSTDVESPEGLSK
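Stably transfected Drosophila Schneider cells are the test system, with ROR gamma fused to Gal4 and luciferase under UAS control; luminescence is read after 20 hr of 700 uM copper sulfate induction at ambient temperature.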
Starred values were filed as active, the others as inactive; ? = inconclusive; / = no result given; & = joins results of further samples; [ ] = dose if it differs, or a comment. Unless noted, the call rests on the fitted dose curve; in most records, active means well fitted curve in the direction sought with a large enough effect; inconclusive means small, poorly fitted or top-dose-only effect, or another doubt; inactive means no such curve, though single readings can be large; an effect the other way counts as inactive or inconclusive.

SMILES	Rab9 prom act	MBNL1 CUG block	Mito fusion act	Menin-MLL TR inh	ELG1 DNA repair	KCNH2 3.1 block	PKM2 act	VP16 counter	FLuc modulator	NPC1 promoter act	RORg inh
N#Cc1c(NC(=O)CSc2ncn(-c3ccccc3)n2)sc2c1CCCC2	2%	-9%	5%	2%	-6%	8	5%	2%	-8%	-3%	0%
CCOc1ccc(C(=O)NCC(=O)OCc2csc(-c3ccccc3)n2)cc1	8%	23%	0%	-16%	?	-1	-7%	-10%	-8%	7%	4%
COc1ccccc1NC(=O)CNC(=O)c1ccc(Br)o1	-2%	0%	0%	-12%	15%	6	0%	-4%	0%	-1%	2%
CN1CCN(C(=O)/C(=C\c2cccc([N+](=O)[O-])c2)NC(=O)c2cccs2)CC1	-5%	?	-5%	-1%	-13%	6	-6%	-1%	-1%	-2%	4%
Cc1nnc(SCC(=O)NCc2ccc3c(c2)OCO3)[nH]c1=O	2%	8%	3%	-2%	7%	-9	-2%	1%	2%	3%	-2%
O=S(=O)(c1ccc(S(=O)(=O)N2CCC3(CC2)OCCO3)cc1)N1CCCC1	0%	8%	-2%	/	-8%	-23	-1%	0%	-1%	-1%	23%
Cc1cc2c(cc(C(=O)OC(C(=O)NCc3ccco3)C(C)C)n2C)o1 (stereo not given)	0%	2%	9%	-5%	23µM*	-12	-3%	2%	-2%	-1%	0%[10 µM]
COC(=O)c1sc2nc3c(cc2c1N)CCCC3	0.5µM*	?	?	3%	?	13	-5%	-3%	3µM*	1.4µM*	-20%
Cc1ccc(NC(=O)C(=O)NCC2CCCO2)cc1C (stereo not given)	1.3µM*	0%	4%	0%	?	5	-24%	-7%	?	2.8µM*	-27%
CN(C)c1ccc(/C=N/NC(=O)c2cccc(C(=O)N/N=C/c3ccc(N(C)C)cc3)n2)cc1	-5%	10%	-3%	15%	16%	17	-7%	-4%	?	2%	-5%
CCn1c(SCC(=O)Nc2cc(C)ccc2C)nc2c(c1=O)SC(C)C2 (stereo not given)	0%	14%	1%	8%	-10%	-11	-2%	5%	4%	2%	32%
CCSc1nc(C)cc(Oc2ccc(=O)n(C)n2)n1	5%	-3%	3%	-7%	?	-10	7%	1%	4%	0%	19%
Oc1ccccc1C1=Nc2ccccc2N=C(c2ccco2)C1	-2%	26%	14%	17%	7%	11	-3%	-12%	3%	-1%	-28%
COC(=O)c1[nH]c2ccccc2c1NC(=O)CN1CCN(c2cccc(OC)c2)C(C)C1 (stereo not given)	-3%	6%	17%	1%	?	-9	7%	2%	3%	3%	18%
C=CCn1c(SCCN2CCCC2)nc2c([nH]c3ccccc32)c1=O	0%	-5%	-2%	0%	-25%	3	-7%	3%	6%	1%	-4%
Cc1ccc2c(CC(=O)OCc3cc(=O)n4c(n3)sc3ccccc34)coc2c1	6%	-7%	1%	?	10%	-6	-8%	-2%	1%	2%	-7%
CC(=O)N1CCN(c2ccccc2NC(=O)COc2ccc(Cl)cc2Cl)CC1	-2%	14%	22%	-26%	?	-33	1%	-17%	-16%	7%	9%
Cn1c(=O)c(C(=O)Nc2cnccn2)c(O)c2ccccc21	?	-10%	1%	-9%	?	/	-4%	-2%	2%	13%	27%
O=c1cc(CN2CCN(Cc3ccccc3)CC2)c2ccc(O)cc2o1	-1%	4%	12%	/	-14%	-85*	/	0%	-1%	-1%	-12%
O=C(N/N=C/c1cc(Cl)cc([N+](=O)[O-])c1O)NC12CC3CC(CC(C3)C1)C2	-2%	13%	-5%	?	-28%	1	2%	?	?	-3%	4µM*
COC(=O)c1nn(-c2ccc(OC)cc2)c(=O)cc1NN	-1%	?	2%	-21%	6%	13	-1%	-13%	3%	1%	-28%
CSc1ccccc1OCc1cc(C(=O)N(C)Cc2cnccn2)no1	?	-3%	0%	/	?	0	-2%	26%	?	?	34%
CN(C)CC(=O)c1c[nH]c2ccccc12	-3%	3%	1%	6%	-3%	-20	-1%	-5%	1%	5%	-3%
CCOc1ccc(NC(=O)CCNS(=O)(=O)c2ccc3c(c2)CCC(=O)N3)cc1	-6%	-6%	-5%	6%	3%	-6	1%	3%	0%	0%	-21%
Cc1cc(NS(=O)(=O)c2ccc(NC(=S)NC(=O)c3ccc(Br)cc3)cc2)no1	-14%	-7%	5%	17%	11%	-6	1%	7%	-2%	0%	?
CN1CCC(N(C)C(=O)c2cc(=O)c3ccccc3o2)CC1	-1%	/	-7%	27%	-5%	7	-2%	6%	-2%	19%	-2%
O=C(NC1=NCCS1)C1Cc2ccccc2CN1C(=O)c1ccccc1 (stereo not given)	-1%	-3%	?	-14%	?	-8	-12%	-4%	-17%	5%	-1%
Cc1ccc(N(CC(=O)NC2CCCC2)C(=O)CCC(=O)Nc2ccccn2)cc1C	-8%	-4%	7%	-25%	-2%	12	-2%	0%	1%	0%	-2%
CCN(CC)C(=O)CSc1nc2cccnc2n1-c1ccccc1OC	2%	-3%	3%	1%	-6%	-5	4%	5%	6%	-2%	21%
CCC(=O)Nc1ccc(NC(=O)CSc2nnc(-c3ccc(O)cc3)n2CC2CCCO2)cc1 (stereo not given)	-10%	8%	4%	12%	-11%	-17	3%	-1%	-10%	-4%	-5%
Cc1ccc(NC(=S)NCc2ccc3c(c2)cc(C)n3C)c(C)c1	26%	49%[activator]	4%	0%	?	-103*	5%	13µM*	-3%	-3%	1µM*
O=C(NCCO)N1c2ccccc2Sc2ccccc21	-1%	-1%	3%	0%	-5%	5	1%[11.5 µM]	-3%	1%	3%	-33%
CC1(C)CC(=O)C(C=Nc2ccccc2)=C(O)C1	-1%	1%	1%	-10%	4%	/	2%	5%	?	-1%	32%
CC1CCc2c(nc3ncnn3c2N2CC(C)OC(C)C2)C1 (stereo not given)	11%	-8%	1%	-9%	-9%	-6	-10%	-12%	-4%	4%	-10%
CCCN(CCC)Cc1c(C(=O)N/N=C/C(C)=C\c2ccco2)nnn1-c1nonc1N	2%	6%	-16%	40%[activator]	21µM*	?	10%	?	-3%	-7%	?
Cn1c(CCNC(=O)c2ccco2)nc2cc(NC(=O)C3CCCCC3)ccc21	18%	-2%	-2%	-16%	?	-10	6%	3%	-12%	17%	?
COc1ccc(S(=O)(=O)N2CCCCC2)cc1NC(=O)CCNC(=O)c1ccc(Br)cc1	-1%	/	-8%	/	14%	5	/	/	-1%	-1%	/
CCC(=O)Nc1ccc(NC(=O)c2ccco2)cc1	2.8µM*	6%	-1%	9%	?	14	-9%	-15%	19µM*	2.8µM*	-37%
C=CCn1c(=O)c2ccccc2n2c(SCC(=O)/C(C#N)=C(\C)N)nnc12	13%	-3%	-5%	2%	0%	0&-17	-7%	-1%	1%	6%	25%
Cc1ccc(N=Nc2c(N)nn(-c3ccccc3)c2N)cc1	?	?	-1%	12%	?	-3	2%	28%	6µM*	?	25%
CCC(=O)Nc1nc(-c2ccccc2)nc(SC)c1C(C)=O	-1%	/	-2%	-13%	?	6	1%	-8%	-1%	-21%	-8%
Cc1ccc(CSc2nnc(NC(=O)C3COc4ccccc4O3)s2)cc1 (stereo not given)	11%	0%	2%	9%	1%	5	16%	?	?	0%	?
Cc1ccc(S(=O)(=O)NC(=O)N(C)C2CCCCC2)cc1	-7%	/	-1%	/	-4%	9	-2%	-9%	-2%	-1%	8%
CCCc1nnc(NC(=O)c2cc3ccccc3oc2=O)s1	2%	?	-2%	-12%	?	0	-13%	11%	0%[2.3 µM]	8%	-1%
OCC1(Cc2ccccc2Cl)CCN(C/C=C/c2ccccc2)CC1	-6%	7%	10%	-18%	-10%	-3	-2%	6%	1%	1%	1%
CCOc1ccccc1CNc1ccc(N2CCOCC2)c(C(=O)O)c1	-6%	8%	1%	0%	3%	-6	2%	-4%	0%	0%	?
CC1Oc2ccccc2N(CC(=O)N2CCCC2)C1=O (stereo not given)	-4%	-7%	3%	-9%	10%	7	1%[11.5 µM]	-9%	4%	-2%	-23%
Nc1ccc(Cl)cc1C(=O)OCC(=O)NC1CCS(=O)(=O)C1 (stereo not given)	-3%	/	0%	/	-1%	-4	1%	?	5%	0%	?
COc1ccc2[nH]c(=O)c(CN(C)C(=O)c3cccs3)cc2c1	-1%	-2%	4%	/	0%	?	26%	9%	4%	1%	?

These rows are one share of the data. The share of hits here may be higher or lower than overall.
